14-3-3 PPI: modulators of human 14-3-3 gamma - Raf peptide interaction | FP, 14-3-3gamma / TMR-pS259-Raf peptide binding | AID 422 | 160,000 compounds, 0.19% hits | P61981 | inhibition, % at 40 µM; in the data active = inhibition above about 30%;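 also: 0% = protein plus tracer without compound and 100% = blank with tracer alone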
Target sequence (P61981 whole entry, looked up): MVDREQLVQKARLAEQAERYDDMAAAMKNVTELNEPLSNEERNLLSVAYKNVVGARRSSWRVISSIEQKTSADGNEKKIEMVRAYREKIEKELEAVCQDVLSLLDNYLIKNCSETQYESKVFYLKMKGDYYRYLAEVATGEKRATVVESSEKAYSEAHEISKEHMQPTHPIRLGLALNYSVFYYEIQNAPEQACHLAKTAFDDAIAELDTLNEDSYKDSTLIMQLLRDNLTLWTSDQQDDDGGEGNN
* = called active by the depositor; & = joins results of further samples. The list is partial; count on the stated rates, not on these rows.

SMILES | 14-3-3 PPI
CCSc1nnc2c(n1)OC(c1cccc([N+](=O)[O-])c1)Nc1ccccc1-2 (stereo not drawn) | -204
COc1ccc(NS(=O)(=O)c2cc(-c3nn(C)c(=O)c4ccccc34)ccc2C)cc1 | -6
CCCc1cc2c(=O)c(-c3ccccc3)coc2cc1O | -31
CN(Cc1ccccc1)C(=O)c1cccc(N2C(=O)NC3CC2(C)Oc2ccccc23)c1 (stereo not drawn) | -5
COc1ccc(CCNS(=O)(=O)c2cccc(F)c2)cc1OC | 2
CCc1cccc(OCCCCNCCOC)c1 | -1
COC(=O)Oc1nsnc1N1CCOCC1 | 1
O=S(=O)(c1cccc2ccccc12)N1CCSC1 | 2
Cc1ccc(S(=O)(=O)N2CCN(S(=O)(=O)c3ccc(C)c(C)c3C)C(C)C2)c(C)c1C (stereo not drawn) | -6
CC(C)c1ccc2oc(-c3cccc(NC(=O)c4ccc5c(c4)OCCO5)c3)nc2c1 | -7
COc1cc2c(cc1OC)C(COc1ccc(F)cc1)N(C(=O)c1cccc([N+](=O)[O-])c1C)CC2 (stereo not drawn) | -7
Cc1oc2cc(Br)c(O)cc2c1C(=O)OC(C)C | -8
CC(C)OC(=O)c1c(NC(=O)c2ccccc2[N+](=O)[O-])sc2c1CCCC2 | -9
O=C(O)C1CC(=O)N(c2ccccc2)C1 (stereo not drawn) | -9
COc1ccc(-c2nn(C)c3sc(C(=O)N4CCN(c5cccc(C)c5C)CC4)cc23)cc1OC | 3
O=C(CN1C(=O)COc2ccccc21)N(Cc1ccc2c(c1)OCO2)CC1CCCO1 (stereo not drawn) | -7
c1ccc(Oc2cccc(CSc3nc4ccccc4[nH]3)c2)cc1 | -3
COc1ccc(C2CC(C(F)(F)F)n3nc(C(=O)Nc4ccc(Cl)cc4)cc3N2)cc1OC (stereo not drawn) | 2
O=C(CSc1nc2ccccc2[nH]1)Nc1ncc([N+](=O)[O-])s1 | -29
COc1cc2c(c(OC)c1OC)c(=O)oc1cc(O)ccc12 | -12
CCOc1cc(OCC)cc(C(=O)Nc2cc(-c3nc4ncccc4o3)ccc2C)c1 | -7
COc1cc(C2C(C(=O)Nc3ccc(Br)cn3)=C(C)NC3=C2C(=O)CC(C)(C)C3)cc(OC)c1OC (stereo not drawn) | -13
CCOc1ccccc1CN1C(=O)CCC1(C)C(=O)NC1CCCCCCC1 (stereo not drawn) | 7
O=C1Nc2ccc(Br)cc2C(O)(C(=O)NC2CCCc3ccccc32)N1c1ccccc1 (stereo not drawn) | 2
COC(=O)c1c(NC(=O)c2cc([N+](=O)[O-])ccc2Cl)sc2c1CCCC2 | 10

A second format for four compounds above:
Structure: CC(C)c1ccc2oc(-c3cccc(NC(=O)c4ccc5c(c4)OCCO5)c3)nc2c1
  14-3-3 PPI: -7
Structure: CCSc1nnc2c(n1)OC(c1cccc([N+](=O)[O-])c1)Nc1ccccc1-2 (stereo not drawn)
  14-3-3 PPI: -204
Structure: CC(C)OC(=O)c1c(NC(=O)c2ccccc2[N+](=O)[O-])sc2c1CCCC2
  14-3-3 PPI: -9
Structure: O=C(O)C1CC(=O)N(c2ccccc2)C1 (stereo not drawn)
  14-3-3 PPI: -9

Carrying on.
SMILES | 14-3-3 PPI
CC(C)Cn1cc(C(=O)NCCc2ccc(Cl)cc2)c2c3ccccc3n(C)c2c1=O | -4
COc1ccc(C2CC(c3cccs3)n3nc(N)nc3N2)cc1 (stereo not drawn) | 0
COc1cc(Nc2cc(N3CCOCC3)c3noc4c3c2C(=O)c2ccccc2-4)cc(OC)c1OC | -74
O=C(Cc1ccccc1)NCCCN1CCN(CCCNC(=O)Cc2ccccc2)CC1 | -2
COC(=O)C1=C(N)Oc2n[nH]c(C)c2C1c1ccc(Br)cc1 (stereo not drawn) | -1
O=C(CSc1nc2c(sc(=S)n2Cc2ccco2)c(=O)n1-c1ccccc1)N1CCCC1 | -11
CCOC(=O)C1=C(C)Nc2nc3ccccc3n2C1c1ccc([N+](=O)[O-])cc1 (stereo not drawn) | 6
Cc1ccc2c(c1)N(CC(=O)N1CCCC1)C(=O)CO2 | 11
COCCn1cnc2sc(C(=O)Nc3ccc(Br)cc3C)c(C)c2c1=O | 10
CCc1ccccc1-n1c(SCC(=O)NC)nnc1-c1cccnc1 | -7
CCOC(=O)C1=C(C)NC2=C(C(=O)c3ccccc32)C1c1cc(Br)ccc1OCC(=O)O (stereo not drawn) | -91
O=C(O)c1cc2n(n1)C(C(F)(F)F)CC(c1ccc(Cl)cc1)N2 (stereo not drawn) | -8
CC(=O)c1c(C)nn(CCC(=O)O)c1C | 2
CC(=O)Nc1ccc(-c2nnc(SCC(=O)n3c4c(c5ccccc53)CCCC4)n2C)cc1 | 8
CCOC(=O)C(CC(C)C)NS(=O)(=O)c1ccc([N+](=O)[O-])cc1 (stereo not drawn) | -6
COc1ccc(C2=NN(C(=O)CCC(=O)O)C(c3ccccc3OC)C2)cc1 (stereo not drawn) | -7
COCc1cc(=O)[nH]c(/N=C(\N)Nc2cccc3ccccc23)n1 | 8
Cc1ccccc1-c1noc(-c2cccc([N+](=O)[O-])c2)n1 | -16
O=C(O)CC(NC(=O)c1ccco1)c1ccc(Cl)cc1 (stereo not drawn) | 0
COc1ccc(C2=NN(CC(=O)N3CCC(Cc4ccccc4)CC3)C(=O)CC2)cc1 | -7
CN(C)CCCNC(=O)c1ccc(-c2ccccc2)cc1 | -1
Cc1cnc(NC(=O)CN(C)S(=O)(=O)c2ccc(Cl)cc2)s1 | -2
CC=CN1C(=S)NC2(O)c3ccccc3C(=O)C12O (stereo not drawn) | 12
Cc1cccc(NCc2ccccc2O)c1 | 1
COc1cc2c(cc1OC)CN(Cc1nc3ccsc3c(=O)[nH]1)CC2 | -9
(more compounds)
SMILES | 14-3-3 PPI
c1cncc(-c2nc(C3CCCCC3)no2)c1 | 8
COc1ccccc1C1C(C(=O)OCCOc2ccccc2)=C(C)NC2=C1C(=O)CCC2 (stereo not drawn) | -3
CC(=O)Nc1c(C(=O)O)oc2ccc(Cl)cc12 | -7
O=C(c1ccc(N2CCOCC2)c([N+](=O)[O-])c1)N1CCCCC1 | 4
COc1ccc(C2CC(=O)C3=C(C2)NC(C)=C(C(=O)OC2CCCCC2)C3c2cccc([N+](=O)[O-])c2)cc1OC (stereo not drawn) | 2
COc1ccc(C(C(C(=O)c2cccs2)N2CCOCC2)N2CCOCC2)cc1OC (stereo not drawn) | -1
COc1ccc2c(=O)cc(C(F)(F)C(F)(F)F)oc2c1 | 3
Cc1ccc(C2=NN3C(C2)c2ccccc2OC3c2ccccc2)o1 (stereo not drawn) | -13
CCOC(=O)N1CCN(C(=O)c2ccc(Cn3c(=S)[nH]c4cc5c(cc4c3=O)OCO5)cc2)CC1 | -13
NC(=O)c1ccc(N2CCCCC2)c(N2C(=O)C3C4C=CC(C4)C3C2=O)c1 (stereo not drawn) | 2
CC1CCN(CCCNC(=O)c2cc3sccc3n2C)CC1 | -6
Cc1nn(C)c(C)c1S(=O)(=O)N1CCN(C(=O)c2ccco2)CC1 | -5
CS(=O)(=O)N(CC(=O)N1CCCCCC1)c1ccccc1 | -7
CCN1CCN(C(=O)N[C@@H](C(=O)N[C@@H]2C(=O)N3[C@@H]2SC(C)(C)[C@@H]3C(=O)O)c2ccccc2)C(=O)C1=O | -5
COC(=O)c1cc2c(=O)n3cccc(C)c3nc2n(CCc2ccccc2)c1=N | -4
O=S(=O)(N=C(c1ccccc1)N1CCOCC1)c1ccccc1 | -1
O=c1n(-c2ccccc2)c(=O)n2n1C1c3ccccc3C2c2ccccc21 | -1
Cc1cc(C)c2cc(C(O)c3nnnn3Cc3ccccc3)c(=O)[nH]c2c1 (stereo not drawn) | -1
O=C(c1cc(-c2ccc(F)cc2)on1)N1CCc2ccccc2C1 | -8
CCn1cc(C(=O)Nc2ccc(O)c(-c3nc4cc(C)ccc4o3)c2)c(=O)c2ccc(C)nc21 | -10
N#CC1(C#N)C(C(N)=O)C1c1ccccc1Cl (stereo not drawn) | 2
Cn1c(=O)oc2cc(S(=O)(=O)N3CCCC(C(=O)N4CCn5c4nc4ccccc45)C3)ccc21 (stereo not drawn) | -9
COCC(=O)n1nc(NCc2ccc(OC)cc2)nc1NCc1ccc(OC)cc1 | -2
CCc1ccc(NC(=O)c2cc(S(=O)(=O)NCc3ccco3)ccc2F)cc1 | -2
Cc1ccc(N2CC(=O)Nc3ccccc3S2(=O)=O)cc1 | -4

Ordered by the number under 14-3-3 PPI (descending): 3 of the compounds above.
smiles	14-3-3 PPI
NC(=O)c1ccc(N2CCCCC2)c(N2C(=O)C3C4C=CC(C4)C3C2=O)c1 (stereo not drawn)	2
CS(=O)(=O)N(CC(=O)N1CCCCCC1)c1ccccc1	-7
O=C(c1cc(-c2ccc(F)cc2)on1)N1CCc2ccccc2C1	-8

(further entries)
SMILES | 14-3-3 PPI
CC1CC(C)CN(C(=O)c2cc3c(=O)oc4ccccc4c3s2)C1 (stereo not drawn) | -6
CC(O)CNc1nc2c(c(=O)n(C)c(=O)n2C)n1CCc1ccccc1 (stereo not drawn) | 3
CCN(CC)c1ccc(C2CC(=O)NC3=C2C(=O)CC(C)(C)C3)cc1 (stereo not drawn) | -1
CC(=O)NC(=O)c1cc2c(ccc3ccccc32)oc1=Nc1ccc(F)cc1 | -36
COc1ccc2c(c1OC)C(=O)N(c1nc(-c3ccccc3)cs1)C2=O | -10
CCOC(=O)C1=C(C)NC2=C(C(=O)C(C(=O)OCC)C(c3cccc(OC)c3)C2)C1c1ccc2c(c1)OCO2 (stereo not drawn) | -3
O=c1oc2ccc3ccccc3c2cc1-c1cn2cccnc2n1 | -22
CCOc1cccc2c1OC1(C)C(C(=O)Nc3ccc(OC)cc3)C2NC(=S)N1c1ccc(F)cc1 (stereo not drawn) | 0
O=C(O)C1C2C=CC(O2)C1C(=O)Nc1ccccc1C(F)(F)F (stereo not drawn) | 2&4
C=CCN=C(NC#N)SCC(=O)c1cccc(OC)c1 | -6
CCN(CC)C(=O)c1sc2c(c1C)c(=O)n(CCc1ccccc1)c(=O)n2Cc1cc(=O)n2ccccc2n1 | 2
C=CCSc1nnc(-c2ccccc2NC(=O)CC)c(=O)[nH]1 | -1
O=C(NC1CC1)C1CC(=O)N(c2ccccc2)C1 (stereo not drawn) | -18
COc1ccc2nc3sc(C(=O)NCc4ccc5c(c4)OCO5)cc3cc2c1 | -5
Cc1cccc(-n2cc(-c3ccccc3)c3c(N4CCN(c5ccccc5)CC4)ncnc32)c1 | -1
Cc1ccc(-n2c(SCC(=O)NCc3ccc(F)cc3)nc3c(c2=O)SCC3)cc1 | 4
COc1ccc(-c2cn3c4c(=O)n(C)c(=O)n(C)c4nc3n2CCc2ccccc2)cc1 | -5
Cc1nn(-c2ccccc2)c(OC(=O)c2ccccc2)c1S(=O)(=O)c1ccccc1 | -2
O=C(NCc1cccs1)c1ccc(Sc2cccc(Cl)c2)c([N+](=O)[O-])c1 | -2
COC(=O)CNC(=O)Cc1c(F)cccc1Cl | -1
O=C(c1cccs1)N1CCN=C1SCc1cccnc1 | 2
Cc1noc(/C=C/NCc2cccnc2)c1S(=O)(=O)N(C)CC(=O)N1CCc2ccccc21 | 0
COc1ccc2cc(C(=O)Nc3ccccc3)c(=Nc3ccc(C#N)cc3)oc2c1 | -51
Cc1ccc(Nc2cc(=O)[nH]c(=O)[nH]2)cc1C | -14
O=C(CSc1ccccn1)N1CCN(C(=O)CSc2ccccn2)CC1 | -10
Other entries.
SMILES | 14-3-3 PPI
Cc1oc(C(=O)Nc2ccccc2)cc1CSc1ccccc1C(=O)Nc1ccccc1 | -22
Cc1ccnc(NS(=O)(=O)c2ccc(NC(=O)c3cc(-c4ccc(Br)cc4)nc4ccccc34)cc2)n1 | -22
Cc1cc(OCC(=O)Nc2nccs2)ccc1C(C)C | -13
CCc1ccc(-c2nc(CN3CCC(C(=O)N4CCN(c5ccccn5)CC4)CC3)c(C)o2)cc1 | -4
Cc1ccc(-c2c(C(=O)Nc3cccc(-c4nc5ncccc5o4)c3C)oc(=O)c3ccccc23)cc1 | 9
Cc1csc(NC(=O)C(CC(C)C)NS(=O)(=O)c2ccc3c(c2)oc(=O)n3C)n1 (stereo not drawn) | -4
CC(=O)Nc1ccc(S(=O)(=O)NC(CC(=O)NCCCN2CCOCC2)C(C)C)cc1 (stereo not drawn) | -4
O=C1NC(c2ccccc2)(C(F)(F)F)SC2=NCCCN12 (stereo not drawn) | 2
O=C(NCc1ccco1)c1cc(S(=O)(=O)N2CCc3ccccc32)ccc1F | 4
O=C(COc1nc2ccccc2s1)N1c2ccccc2CCc2ccccc21 | -5
Cc1ccc(N2C(=O)c3cc4cccc(Br)c4cc3C2=O)cc1 | 1
Cc1c(C(=O)N2CCN(Cc3ccccc3)CC2)oc2ccc(S(=O)(=O)N3CCC(C)CC3)cc12 | -5
O=C(CC1(O)C(=O)N(Cc2cccc3ccccc23)c2ccccc21)c1ccc(F)cc1 (stereo not drawn) | -1

Compound activity deposited in PubChem by Emory University Molecular Libraries Screening Center.
